Wnt bcat act – Wnt/beta-catenin pathway activators, primary screen, cell-based, plate reader, single point. Wnt/beta-catenin reporter cell assay, activator. activation, % at 9.35 µM. 300,000 tested, 1.2% active. AID 743398, 2014; in the data active means activation above about 30%, passing the limit was not always enough; inconclusive means no clear call, values can overlap the other calls;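 further: 0% = neutral control wells and 100% = positive control wells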
PfHsp90 yeast 2 – growth inhibition of PfHsp90-expressing yeast, primary screen, antimalarial PfHsp90 inhibitor project, S. cerevisiae, BacTiter-Glo luminescence, single point, set 2 | BacTiter-Glo ATP, 48 h; yeast lacking PDR1 and PDR3 efflux regulators | AID 504621, 2011 | 310,000 tested, 0.32% active | inhibition, % at 9.4 µM;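 active means every replicate shows inhibition above about 80%, whatever the replicate mean, limit read from the data; inconclusive means mean inhibition reaches the set limit but some replicate falls short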;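 further: 0% = DMSO neutral controls and 100% = 20 µM radicicol positive controls; yeast relying on Plasmodium falciparum Hsp90 in place of its own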
PvdQ inh – P. aeruginosa PvdQ acylase inhibitors, primary screen, biochemical, fluorescence, plate reader and imaging, single point | PvdQ acylase [Pseudomonas aeruginosa LESB58] | purified PvdQ acylase | inhibition, % at 10 µM | 340,000 tested, 0.063% active | AID 488965, 2010; in the data active means inhibition above about 30%, passing the limit was not always enough; inconclusive means no clear call, values can overlap the other calls;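 further: 0% = vehicle neutral wells and 100% = reference inhibitor wells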
Rtt109 Vps75 – inhibitors of C. albicans Rtt109/Vps75 HAT, primary screen, biochemical, ThioGlo CoA-SH fluorescence, plate reader; AID 540336, 2011; 330,000 tested, 0.16% active; purified Rtt109/Vps75, 4 h; inhibition, % at 34.9 µM; Histone acetyltransferase RTT109 (Candida albicans (strain SC5314 / ATCC MYA-2876)), …;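 active means inhibition of at least 50% in every replicate; inconclusive means best replicate reaches 50% inhibition but some replicates fall short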
Target sequence (Q5AAJ8 whole entry, looked up): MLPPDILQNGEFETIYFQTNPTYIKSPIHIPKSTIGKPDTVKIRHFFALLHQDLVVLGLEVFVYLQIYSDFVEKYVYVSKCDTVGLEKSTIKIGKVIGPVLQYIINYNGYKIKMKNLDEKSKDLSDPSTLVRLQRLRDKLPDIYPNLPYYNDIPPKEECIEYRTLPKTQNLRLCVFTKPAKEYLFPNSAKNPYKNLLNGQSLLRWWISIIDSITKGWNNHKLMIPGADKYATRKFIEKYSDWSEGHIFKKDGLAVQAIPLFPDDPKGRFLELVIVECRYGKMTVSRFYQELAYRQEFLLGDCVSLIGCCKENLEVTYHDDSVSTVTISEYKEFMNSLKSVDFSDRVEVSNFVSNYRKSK
Tat export inh – E. coli Tat export inhibitors, primary screen, MC4100, TorA-mCherry reporter, fluorescence, single point; AID 488895, 2010; inhibition, % at 10 µM; 340,000 tested, 0.036% active;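 active means mean replicate inhibition at least 50% and at least half of replicates individually reaching 50%; inconclusive means only one of the two criteria met; inactive means neither criterion met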;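 further: exported cargo escapes ClpAP degradation while cytoplasmic cargo is degraded and loses fluorescence; 0% = median of neutral control wells and 100% = median of NaSCN control wells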
phage Ecoli inh – growth loss of phage-infected E. coli, primary screen, RecBCD inhibitor project, absorbance, with phage, HTS; inhibition, % at 11.9 µM; 360,000 tested, 0.26% active; AID 651602, 2012; in the data active means inhibition above about 11%
DAGLB inhibitor – DAGLB lipase inhibitors, primary screen, biochemical, fluorescence, HTS | HEK293T DAGLB membrane lysate, EnzChek fluorogenic substrate | inhibition, % at 5.17 µM | 340,000 tested, 0.059% active | AID 504411, 2011; in the data active means inhibition above about 34%;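 further: 0% = enzyme with vehicle and 100% = wells lacking enzyme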
Target sequence (Q8NCG7 whole entry, looked up): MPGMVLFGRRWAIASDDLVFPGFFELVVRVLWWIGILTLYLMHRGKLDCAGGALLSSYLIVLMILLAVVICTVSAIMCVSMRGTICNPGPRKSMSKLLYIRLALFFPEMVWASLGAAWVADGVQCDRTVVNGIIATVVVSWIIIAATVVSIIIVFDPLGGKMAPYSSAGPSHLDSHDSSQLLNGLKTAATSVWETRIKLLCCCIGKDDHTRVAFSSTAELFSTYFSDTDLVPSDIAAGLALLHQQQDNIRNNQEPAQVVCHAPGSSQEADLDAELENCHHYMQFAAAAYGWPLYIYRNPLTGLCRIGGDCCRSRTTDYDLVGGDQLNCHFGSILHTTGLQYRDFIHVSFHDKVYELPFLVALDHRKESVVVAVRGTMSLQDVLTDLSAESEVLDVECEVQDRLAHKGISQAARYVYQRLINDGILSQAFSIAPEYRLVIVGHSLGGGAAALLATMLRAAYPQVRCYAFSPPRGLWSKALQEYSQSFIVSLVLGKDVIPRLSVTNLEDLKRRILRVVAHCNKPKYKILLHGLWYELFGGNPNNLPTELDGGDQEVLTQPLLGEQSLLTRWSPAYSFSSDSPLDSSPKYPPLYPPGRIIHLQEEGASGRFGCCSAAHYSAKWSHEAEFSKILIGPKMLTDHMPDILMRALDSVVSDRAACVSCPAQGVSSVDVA
Ecoli viability – E. coli V3065 growth inhibition, primary screen, counter-screen for AddAB inhibitor project, absorbance, OD600. 18 h. inhibition, % at 11.9 µM. 330,000 tested, 0.27% active;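 active means inhibition above the campaign's mean inhibition across all tested compounds plus 3 SD, cut at about 9.9% in these data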;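 further: uninfected addAB+ strain grown without phage in ampicillin broth; 0% = DMSO wells and 100% = ciprofloxacin 0.95 µg/ml wells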
CAL PDZ inh – CAL PDZ peptide-binding inhibitors, primary screen, biochemical, fluorescence polarization, Cer-tagged CAL PDZ, HTS. purified CAL PDZ, TMR-peptide fluorescence polarization, 1 h. inhibition, % at 20 µM. 330,000 tested, 0.02% active. AID 504414, 2011;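 active means highest replicate inhibition of at least 40%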;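 further: plate controls were DMSO neutral control wells for no effect and unlabeled competitor peptide control wells for full effect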
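System: purified tagged CAL PDZ domain construct (CerCALP). Schedule: 1 h incubation at room temperature before polarization reading. Medium: 25 mM sodium phosphate pH 7.4, 150 mM NaCl, TCEP, IgG, Thesit. Read-out: percent inhibition from loss of millipolarization. Measured by: FP readout, S and P plane fluorescence. Probe or stimulus: fluorescent TMR peptide probe.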
AddAB inh – growth inhibition of E. coli expressing H. pylori AddAB, primary screen, AddAB inhibitor project, absorbance. inhibition, % at 11.9 µM. 330,000 tested, 0.29% active; in the data active means inhibition above about 12%;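 further: 0% = vehicle wells of infected cells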
The depositor's hits bear a star; u = inconclusive; x = not tested or not shown.

SMILES	Wnt bcat act	PfHsp90 yeast 2	PvdQ inh	Rtt109 Vps75	Tat export inh	phage Ecoli inh	DAGLB inhibitor	Ecoli viability	CAL PDZ inh	AddAB inh
C1CC2OC2CC1C1CO1 (stereo not given)	-3	-36	-7	-8	4	1.5	0	-1.2	-1.1	-0.7
CC12CC(c3ccccc3O1)C(C(=O)OCc1ccccc1)C(=O)N2 (stereo not given)	2	6	7	10	4	2.5	-9	0.7	-4.2	0.2
CCOP(=O)(OCC)C(NC(=O)c1cccc2ccccc12)C(Cl)(Cl)Cl (stereo not given)	0	8	-12	-13	5	1.6	-2	-0.5	-3.3	3.7
Fc1cccc(F)c1CN1CCN(Cc2c(F)cccc2F)CC1	x	3	-12	3	-2	1.7	-5	1.1	x	1.9
c1ccc(CN2CCNCC2)nc1	-2	-5	13	9	-4	-1.4	-2	2.0	x	2.1
C=CCCC1(CC(C)C)C(=O)NC(=S)NC1=O	4	15	-13	5	6	0.5	-1	x	0.1	x
C[C@]12CCC3C(CC[C@H]4C[C@@H](O)CC[C@]34C)[C@H]1C=CC2=O (stereo not given in full)	1	-9	8	-2	9	0.6	0	-0.1	-1.1	-0.9
O=c1c2ccc(Cl)cc2[nH]c(=S)n1-c1cccnc1	0	-1	0	-7	5	0.0	1	0.3	-2.5	-2.2
CCOC(=O)C1(CCc2ccccc2)CCN(Cc2cccc3cnccc23)CC1	-2	-16	-16	20	-1	3.0	-8	1.1	-0.4	1.7
C=CCOC(=O)COc1cc(C)cc2oc(=O)c3c(c12)CCC3	-6	-27	-25	-1	-4	2.0	-5	1.3	-2.8	0.3
C=COCCn1c(C)c(C(=O)OCC)c2cc(O)ccc21	-8	x	-11	5	-1	0.2	-2	-2.6	-3.6	-1.3
O=C(c1ccc(N2CCCCC2)c([N+](=O)[O-])c1)N1CCC2(CC1)OCCO2	0	3	18	9	4	2.4	5	-0.2	-1.1	4.6
O=C1NC(=O)N(Cc2ccc(F)cc2)C(=O)/C1=C\c1ccc(N2CCCC2)cc1	0	2	-4	9	-5	-0.5	10	0.2	0.1	-1.7
Cc1oc(-c2ccccc2F)nc1CS(=O)CC(=O)N1CCC2(CC1)OCCO2 (stereo not given)	x	14	14	8	-2	2.5	-1	0.8	-0.4	2.6
O=C(C1CCN(S(=O)(=O)c2ccccc2)CC1)N1CCC2(CC1)OCCO2	-4	-4	-8	5	-11	-0.9	2	-0.2	-1.2	3.7
COc1cc(Br)c(CNCCc2ccc3c(c2)OCO3)cc1OC	-1	-12	-10	-12	1	0.1	-1	0.6	-2.8	0.1
O[C@H]1[C@H](O)[C@@H](O)CN2CC[C@H](O)[C@H]12	2	4	-4	0	1	2.7	2	-2.0	-0.5	-1.9
N#CC(C#N)=Cc1ccc(C=C(C#N)C#N)cc1	3	19	-3	21	-8	2.0	1	x	0.3	x
Cc1c(C)c2ccc(OCC(=O)N3C[C@H]4C[C@@H](C3)c3cccc(=O)n3C4)c(C)c2oc1=O	-1	9	-17	-1	0	4.3	0	0.8	-1.7	4.2
Nc1ccccc1C(=O)OCc1ccc([N+](=O)[O-])cc1	4	-8	7	1	-3	3.6	-4	-1.2	-0.5	3.7
CCN(CC)CCNCc1nc2ccccc2c(=O)n1-c1ccc(F)cc1	-2	-19	6	3	-5	1.4	-2	-0.9	0.0	-1.3
O=C(c1ccc(CNS(=O)(=O)c2ccccc2)cc1)N1CCC2(CC1)OCCO2	x	10	-11	-3	-7	2.3	-2	-2.4	-2.6	-1.0
CCC(C(=O)Nc1ccc(Cl)cc1)N1CCCC1=O (stereo not given)	-1	x	x	x	x	2.1	x	1.8	x	1.9
Cc1cccc(CCNCc2cc3cc(C)cc(C)c3[nH]c2=O)c1	-2	0	-18	7	10	0.1	1	0.7	x	5.0
CN1C[C@H](CO)C[C@@H]2c3cccc4[nH]cc(c34)C[C@H]21	-1	-18	-5	-13	0	1.4	-3	-2.1	0.2	-1.0

No new results follow: four of the compounds above.
SMILES	Wnt bcat act	PfHsp90 yeast 2	PvdQ inh	Rtt109 Vps75	Tat export inh	phage Ecoli inh	DAGLB inhibitor	Ecoli viability	CAL PDZ inh	AddAB inh
Cc1c(C)c2ccc(OCC(=O)N3C[C@H]4C[C@@H](C3)c3cccc(=O)n3C4)c(C)c2oc1=O	-1	9	-17	-1	0	4.3	0	0.8	-1.7	4.2
Nc1ccccc1C(=O)OCc1ccc([N+](=O)[O-])cc1	4	-8	7	1	-3	3.6	-4	-1.2	-0.5	3.7
CCN(CC)CCNCc1nc2ccccc2c(=O)n1-c1ccc(F)cc1	-2	-19	6	3	-5	1.4	-2	-0.9	0.0	-1.3
O=C(c1ccc(CNS(=O)(=O)c2ccccc2)cc1)N1CCC2(CC1)OCCO2	x	10	-11	-3	-7	2.3	-2	-2.4	-2.6	-1.0

Record cards, from the list above:
Profile of C=CCOC(=O)COc1cc(C)cc2oc(=O)c3c(c12)CCC3 → Wnt bcat act: -6; PfHsp90 yeast 2: -27; PvdQ inh: -25; Rtt109 Vps75: -1; Tat export inh: -4; phage Ecoli inh: 2.0; DAGLB inhibitor: -5; Ecoli viability: 1.3; CAL PDZ inh: -2.8; AddAB inh: 0.3
Profile of C1CC2OC2CC1C1CO1 (stereo not given) → Wnt bcat act: -3; PfHsp90 yeast 2: -36; PvdQ inh: -7; Rtt109 Vps75: -8; Tat export inh: 4; phage Ecoli inh: 1.5; DAGLB inhibitor: 0; Ecoli viability: -1.2; CAL PDZ inh: -1.1; AddAB inh: -0.7

The list continues:
SMILES	Wnt bcat act	PfHsp90 yeast 2	PvdQ inh	Rtt109 Vps75	Tat export inh	phage Ecoli inh	DAGLB inhibitor	Ecoli viability	CAL PDZ inh	AddAB inh
CN(C)P(=S)(Nc1ccccc1)C(Cl)(Cl)Cl (stereo not given)	-1	2	-11	6	3	5.6	-5	-2.3	-2.1	2.4
O=c1c2ccccc2[se]n1-c1ccccc1	-2	5	-1	u	-10	4.0	-2	-0.7	-0.6	0.4
CCOC(=O)c1c(-n2c(C)cc(/C=C3/C(=O)NC(=O)N(CC)C3=O)c2C)sc2c1CCCC2	-6	-11	6	9	-9	-0.3	3	-1.6	-2.7	-0.2
Cc1cc(C)c2c(c1)-c1cc(C)nn1C(c1cccnc1)N2 (stereo not given)	2	6	6	2	0	3.8	5	-2.3	-0.1	-0.2
CC(C(=O)c1ccccc1)N1C(=O)c2ccccc2C1=O (stereo not given)	-8	-8	-13	-3	-3	3.6	-1	-2.0	-1.1	2.9
CCOc1ccc(N2C(=O)NC(=O)/C(=C\c3ccc(N4CCCCC4)o3)C2=O)cc1	-6	-38	-17	-1	-2	2.0	-4	0.5	-1.5	2.7
COC(=O)C1=C(c2ccc(F)cc2F)C[C@@H]2CC[C@H]1N2C(=O)NCC1CC1	x	25	-4	2	1	x	-2	1.1	-0.2	2.8
O=C(Nc1cccc2ccccc12)N1CCC2(CC1)OCCO2	14	-7	-1	4	-1	1.0	-1	1.1	-2.1	4.3
O=C(N/N=C/C1C(=O)NC(=S)N(c2ccccc2)C1=O)c1cc(Br)c(O)c(Br)c1 (stereo not given)	-1	-17	-7	-5	16	5.7	9	-2.2	x	3.4
O=[N+]([O-])c1ccc(N2CCCC2)c(F)c1Br	-9	-2	7	-6	3	4.5	-2	-2.5	-2.5	1.4
CCN(CC)CCN1Cc2ccccc2C1=N	0	4	-7	-7	-4	3.4	-1	-2.8	-0.9	7.0
CCOP(=S)(OCC)C(O)CCCCCn1c(=O)c(F)cn(C2CCCO2)c1=O (stereo not given)	-1	-38	-16	-3	-6	2.0	0	0.1	1.3	2.6
COC(=O)C1=C(c2ccc(F)cc2OCc2ccccc2)C[C@@H]2CC[C@H]1N2C(=O)NCc1cccc(C(F)(F)F)c1	-13	-13	-5	2	5	4.5	-16	0.5	0.6	2.1
CC1=C[C@@H]2c3cccc4[nH]cc(c34)C[C@H]2N(C)C1	1	-7	-15	-1	-3	3.0	-3	-0.5	0.2	-0.1
O=C(c1ccccc1)c1cn(CC(=O)N2CCCC2)c2ccccc12	0	18	4	-14	-11	0.0	1	-2.2	-1.4	-3.7
Cc1cc(Cl)ccc1C(=O)C1CCCN(C2CCSCC2)C1 (stereo not given)	0	4	-16	2	0	4.6	-1	0.8	-0.7	1.6
CC12CNCC(C)(CNC1)C2O (stereo not given)	-2	26	-11	-4	-9	0.9	-2	-0.9	0.6	0.5
C[C@]12CCC(=O)C=C1CC[C@@H]1C2[C@H](O)C[C@]2(C)C(=O)CCC12 (stereo not given in full)	1	2	-13	2	7	2.8	2	0.5	1.3	-1.5
Cc1ccc(-c2cc(-c3ccccc3)cc(-c3ccccc3)[n+]2-c2ccccc2)cc1	-21	-13	0	9	15	2.1	6	2.2	0.6	3.7
COc1ccc(OCC(=O)N2CCN(Cc3ccc(SC)cc3)CC2)cc1	-2	33	-15	-3	-3	0.3	2	-0.3	0.0	0.7
CC1CCC(NCC(O)c2ccccc2)CC1 (stereo not given)	x	x	-11	3	0	2.1	-1	0.8	-0.8	4.9
CCN(CC)CCOC(=O)c1ccc(N=Cc2c(O)[nH]c(=O)[nH]c2=O)cc1	-8	-3	-7	-1	-12	-0.5	-2	-0.1	-1.6	-2.2

Reformatted with values under each structure: entries from further up
Results follow in this order: Wnt bcat act	PfHsp90 yeast 2	PvdQ inh	Rtt109 Vps75	Tat export inh	phage Ecoli inh	DAGLB inhibitor	Ecoli viability	CAL PDZ inh	AddAB inh
Cc1cc(Cl)ccc1C(=O)C1CCCN(C2CCSCC2)C1 (stereo not given)
  0	4	-16	2	0	4.6	-1	0.8	-0.7	1.6
CC12CNCC(C)(CNC1)C2O (stereo not given)
  -2	26	-11	-4	-9	0.9	-2	-0.9	0.6	0.5

Not all compounds are listed (hit frequency here may not be typical).
